# Compound activity deposited in PubChem BioAssay by several laboratories.
# Keap1 Nrf2 FP: disrupts human Keap1 binding to Nrf2 peptide | hit rate 0.15% among 340,000 | Q14145 | inhibition, % at 9.4 µM | Keap1 Kelch-Nrf2 peptide fluorescence polarization, 1536-well; in the data active means inhibition above about 12%;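 further: human Keap1 Kelch domain with fluorescein labeled Nrf2 9mer peptide probe; 0% = neutral control wells and 100% = peptide positive control; higher means more block of Keap1 binding to Nrf2 peptide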
# MOR-DOR ag: agonists of human mu-delta opioid receptor heterodimerization. hit rate 0.3% among 340,000. activation, % at 9.3 µM. cells, OPRM1-OPRD1 heterodimerization, luminescence. AID 504326. P35372+P41143; in the data active means activation above about 18%;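 further: 0% = vehicle-treated cells and 100% = reference agonist; values of inactives mirror those of a sister screen read the other way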
# Target sequence (P35372 whole entry, looked up): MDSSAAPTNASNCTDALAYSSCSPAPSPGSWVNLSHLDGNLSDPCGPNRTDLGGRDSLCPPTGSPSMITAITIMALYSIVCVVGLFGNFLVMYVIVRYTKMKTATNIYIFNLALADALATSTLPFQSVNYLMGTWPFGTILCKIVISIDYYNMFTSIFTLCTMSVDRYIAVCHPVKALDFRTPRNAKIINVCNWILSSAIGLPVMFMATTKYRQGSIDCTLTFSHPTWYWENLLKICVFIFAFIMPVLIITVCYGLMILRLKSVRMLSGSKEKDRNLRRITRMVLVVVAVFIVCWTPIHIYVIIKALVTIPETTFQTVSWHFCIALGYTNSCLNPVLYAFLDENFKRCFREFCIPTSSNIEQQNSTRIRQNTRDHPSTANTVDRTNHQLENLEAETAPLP
# Target sequence (P41143 whole entry, looked up): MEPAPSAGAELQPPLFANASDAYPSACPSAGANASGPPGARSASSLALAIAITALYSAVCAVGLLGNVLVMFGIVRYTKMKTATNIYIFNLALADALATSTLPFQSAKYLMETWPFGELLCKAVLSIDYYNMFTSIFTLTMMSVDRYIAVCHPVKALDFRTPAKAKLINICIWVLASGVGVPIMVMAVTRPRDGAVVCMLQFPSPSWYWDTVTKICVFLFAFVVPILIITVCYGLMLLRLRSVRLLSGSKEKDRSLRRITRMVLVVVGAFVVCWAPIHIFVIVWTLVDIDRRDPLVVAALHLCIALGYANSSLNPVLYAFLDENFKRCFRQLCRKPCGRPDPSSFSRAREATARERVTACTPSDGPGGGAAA
# Wnt act: activators of Wnt/beta-catenin signaling | hit rate 1.2% among 300,000 | AID 743398 | activation, % at 9.35 µM | Wnt/beta-catenin reporter cell assay, activator, plate reader; in the data active means activation above about 30%, passing the limit was not always enough;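 further: 0% = neutral control wells and 100% = positive control wells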
# V-ATPase pHluor: yeast V-ATPase proton transport regulation by pHLuorin; hit rate 0.37% among 350,000; AID 504577; response, % at 10 µM; S. cerevisiae, pHLuorin cytosolic pH fluorescence; in the data active means response mostly above about 7.3%, no sharp cut-off; inactive means mostly below about 5.4%; further: actives read high; inactives centre near 0; some compounds called inactive have numbers as strong as hits; reference of the scale not given here
# C-LANA FP: blocks KSHV LANA C-terminal domain binding to DNA | MBP-C-LANA/FAM-LBS DNA binding, fluorescence polarization | inhibition, % at 9 µM | hit rate 0.078% among 340,000 | AID 504423;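 active means highest replicate inhibition at or above 60% at 9 µM, even if other replicates fall short; inactive means all replicates below 60% inhibition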;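 further: 0% = neutral control wells and 100% = 4 µM acridine orange control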
# Arr AP2 block: inhibitors of human beta-arrestin and AP2 interaction; FITC-arrestin peptide / GST-AP2 beads, flow cytometry; AP2 beta2 appendage carries R879A mutation; inhibition, % at 10 µM; hit rate 0.31% among 340,000; AID 504490;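 active means inhibition above a set limit, near 3 SD of compounds lacking own fluorescence, cut at about 54% in these data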;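 further: plate controls were DMSO wells for no effect and 5 µM unlabelled arrestin peptide for full effect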
#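 Test system: GST-tagged AP2 beta2-adaptin appendage (R879A) on 4 µm glutathione beads; also added: fluorescein-tagged arrestin peptide at 50 nM final; timing: 12 min plus 1 h, RT; signal: flow cytometry, FL1 (488/535 nm); read-out: percent drop in bead-associated FITC signal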
# RTF Ca sens inh: cardiac RTF calcium desensitization. AID 493244. P19429+P45379. hit rate 0.12% among 340,000. inhibition, % at 7.15 µM. IANBD-labeled cardiac RTF, Ca2+ fluorescence;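 active means inhibition above the mean inhibition of all tested compounds plus 3 SD, cut at about 17% in these data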;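 further: assay run at fixed EC70 calcium of 1.6 mM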
# Pemphigus Ab inh: blocks pemphigus antibody binding to human desmoglein-3; P32926; binding (percent of control), % at 10 µM; hit rate 0.48% among 310,000; AID 588358; DSG3-coupled beads, scFv-anti-DSG3-GFP binding, flow cytometry; hits give low values;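 active means binding more than 3 SD below its plate's average and above zero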;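 further: hits lower antibody fragment binding to DSG3; some compounds called inactive have numbers as strong as hits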
# MOR-DOR inv ag: mu-delta opioid heterodimer inverse agonism. cell-based MOR-DOR heterodimer luminescence. inhibition, % at 9.3 µM. hit rate 0.21% among 340,000; in the data active means inhibition above about 22%, passing the limit was not always enough;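 further: 0% = cells with DMSO and 100% = wells without cells with DMSO; values of inactives mirror those of a sister screen read the other way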
# RTF Ca sens act: cardiac RTF calcium sensitization; P19429+P45379; IANBD-labeled TnC RTF fluorescence at EC20 calcium; 0% EC20 calcium, 100% full calcium; hit rate 0.24% among 340,000; activation, % at 7.2 µM;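 active means activation above the mean over all tested compounds plus 3 SD, cut at about 30% in these data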;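 further: rise in fluorescence read as greater calcium sensitivity of cardiac thin filaments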
# Numbers without * were called inactive; . = no result given.
# Screens in order: Keap1 Nrf2 FP	MOR-DOR ag	Wnt act	V-ATPase pHluor	C-LANA FP	Arr AP2 block	RTF Ca sens inh	Pemphigus Ab inh	MOR-DOR inv ag	RTF Ca sens act
> Nc1cc2c(cc1Cl)N(Cc1ccccc1)C(=O)CO2
→ -3	1.2	1	-1	1.9	23	6	100	-5	-3
> CN(Cc1ccccc1)C(=O)COC(=O)c1cncc(Br)c1
→ 0	-0.1	-2	6	-0.2	18	-14	101	0	7
> CCOC(=O)C1NC(=O)CC1c1ccccc1 (stereo not drawn)
→ 2	-1.9	2	-2	-0.6	2	-11	.	12	7
> O=C(Nc1ccccn1)C1CCN(S(=O)(=O)c2cccc3nonc23)CC1
→ -4	-3.9	.	3	0.1	-4	-5	100	17	1
> O=C1c2[nH]nc(-c3ccccc3O)c2C(c2cccc(Cl)c2)N1Cc1ccco1 (stereo not drawn)
→ 0	14	-4	2	3.8	12	4	109	-65	0
> CCOC(=O)c1ccc(-c2ccc(/C=N/NC(=O)CN(c3ccccc3Cl)S(C)(=O)=O)o2)cc1
→ -3	0.1	11	-1	-0.6	-12	6	103	0	4
> COc1ccc2c3c([nH]c2c1)C(C)N(C(C)=O)CC3 (stereo not drawn)
→ -3	-0.8	-2	-7	-0.3	0	-4	96	4	-1
> Cc1ccc(SCC(=O)OC(C)C(=O)NCc2ccccc2)cc1 (stereo not drawn)
→ 0	-1.3	0	-4	-2.4	2	3	102	8	-2
> COC(=O)c1c(C)[nH]c(C(=O)OCC(=O)NCC(C)C)c1C
→ -3	-1.5	.	1	0.9	-1	-13	99	8	-4
> CC(C(=O)NC1CCCC1)N1CCN(S(=O)(=O)c2ccccc2Cl)CC1 (stereo not drawn)
→ 0	-2.4	-3	0	0.3	-9	-1	99	15	2
> O=C1/C(=C/c2cccnc2)SC(=S)N1CCc1ccccc1
→ -6	2.3	10	1	-1.5	-2	-7	.	-11	4
> Cc1csc(SC(C)C(=O)Nc2ccc(F)cc2Cl)n1 (stereo not drawn)
→ 4	-3.5	-3	3	-0.3	-2	3	90	19	6
> O=C(CNC1=NCCC1)c1ccc2c(c1)OCCO2
→ -1	-0.2	.	0	-5.0	-1	-7	.	1	0
> C=CCn1c(C)cc(C(=O)Cn2ncc(Cl)c(Cl)c2=O)c1C
→ -4	-3.1	0	2	-0.1	0	7	109	16	-4
> COc1ccc(-c2cc(-c3ccc(O)cc3)nc(N)c2C#N)cc1OC
→ -5	0.8	6	1	1.4	-13	-6	100	-4	0
> COc1ccccc1-c1cc(C(F)(F)F)n2ncc(C(=O)N3CCc4ccccc4C3)c2n1
→ -2	0.0	-3	2	3.0	-3	-5	.	0	0
> CC1(c2cccc(Br)c2)NC(=O)N(CC(=O)N2CCc3ccccc32)C1=O (stereo not drawn)
→ -2	0.6	-2	6	0.3	0	-5	113	-3	-2
> CCC(C)(CCNC(=O)Cc1ccccc1)c1ccccc1OC (stereo not drawn)
→ -4	5.9	-1	-2	-1.7	-17	-4	95	-34	3
> O=C(NCc1ccco1)c1cc(-c2cccc(Cl)c2)on1
→ -5	-1.4	.	-1	-2.8	11	-6	.	8	16
> CC(=O)Nc1ccc(NC(=O)C(C)Sc2nnc(-c3ccc4c(c3)OCO4)o2)cc1 (stereo not drawn)
→ -2	-2.3	17	-1	0.6	7	-2	117	11	-4
> O=C(NNC(=O)c1ccccc1[N+](=O)[O-])c1cccs1
→ -9	-3.3	-1	2	-1.5	-11	-9	101	15	3
> CCCc1nnc(SCC(=O)N2CCCCC2C)n1CCOC (stereo not drawn)
→ -4	-0.4	-1	1	-1.0	16	0	95	2	2
> CC1CN(C(=O)c2cc3ccccc3cc2O)CC(C)O1 (stereo not drawn)
→ -1	-1.0	0	-3	0.6	-9	-6	93	7	0
> c1cncc(Nc2nc(-c3ccncc3)cs2)c1
→ -6	2.7	.	1	0.4	3	-10	103	-15	0
> COc1ccc(N2CCN(CCCNC(=O)C(=O)c3c[nH]c4ccccc34)CC2)cc1
→ -2	-0.3	4	0	-2.0	-9	8	104	2	-4
> CC(=O)OCC1=C(C(=O)O)N2C(=O)C(NC(=O)CC(C)c3ccccc3)C2SC1 (stereo not drawn)
→ 2	-1.7	2	4	2.0	4	-5	97	7	-2
> Cc1ccc(-c2csc(-c3c[nH]c4ccccc34)n2)cc1
→ -2	0.4	.	-3	-0.6	1	-3	96	-3	-5
> N#CC12CCCCC1CC1CCCCC1(C#N)N2Cc1ccccn1 (stereo not drawn)
→ 4	-2.0	-2	0	-0.8	-14	-1	.	9	2
> CC(=O)CC(=O)NC1CCc2ccccc21 (stereo not drawn)
→ 1	-3.4	-3	-1	-1.2	-1	-5	.	17	-2
> CC(C)(C)C(=O)CNCC(=O)C(C)(C)C
→ -1	2.5	0	-5	1.5	-3	-10	90	-16	-1
> CCc1cc(=O)oc2cc(C)cc(OCC(=O)NCc3cccnc3)c12
→ -6	-4.3	0	2	-1.3	-6	7	90	22	8
> CC(C)(C)c1cccc(/C=N/O)c1O
→ -6	3.0	2	-1	0.6	1	-2	.	-18	-5
> CCN(CC)CCN(C(=O)c1ccc2c(c1)CCCC2)c1nc2c(C)cccc2s1
→ -1	1.7	0	-3	0.1	-5	5	108	-9	-2
> Cc1cc2nc(C(F)(F)F)[nH]c(=O)n2n1
→ -5	-1.9	-4	4	1.4	-3	-10	104	11	7
> CN(Cc1ccccc1)C(=O)CCS(=O)(=O)c1ccc2c(c1)n(C)c(=O)c(=O)n2C
→ -3	1.3	-6	2	-1.3	-1	-2	111	-7	3
> Cn1cnnc1SCc1ccc(-c2ccc(Br)cc2)o1
→ -3	-0.1	.	4	-1.0	-6	6	104	0	0
> COC(=O)C(NC(C)=O)(Nc1nc2ccc(S(C)(=O)=O)cc2s1)C(F)(F)F (stereo not drawn)
→ 0	-1.1	.	-2	-0.3	21	0	101	5	-3
> CCCN(CCC)c1ccc(C(O)c2nnc(-c3ccccc3)o2)cc1 (stereo not drawn)
→ 5	-1.2	-1	-5	0.4	4	4	98	6	-1
> CCOCCOC(=O)C1=C(C)N(C)C(=O)NC1c1cc(Cl)c(O)c(OC)c1 (stereo not drawn)
→ -1	-0.5	3	2	-0.2	-8	-4	107	3	-4
> COc1ccc(NC(=O)N(C)C[C@H]2Oc3ccc(NC(=O)CCN4CCOCC4)cc3C(=O)N([C@H](C)CO)C[C@@H]2C)cc1
→ -2	-0.4	0	4	1.2	2	-11	104	2	-17
> CCCCNC(=O)c1nn(-c2ccccc2OC)c(=O)c2ccccc12
→ 1	-2.5	.	0	-1.5	8	5	101	12	-6
> CCN1C(=O)C(C(=O)Nc2ccc(OC)cc2)C2CC1(C)Oc1ccccc12 (stereo not drawn)
→ -4	0.3	6	-2	-0.2	-8	-8	106	-2	6
> Cc1ccc(NC2CCCCC2NS(=O)(=O)c2ccccc2)c(C)c1 (stereo not drawn)
→ -2	11	-3	-5	-1.0	9	4	.	-55	-5
> CCOC(=O)c1c(NC(=S)NC(C)=O)sc(C)c1C
→ -6	0.2	1	0	2.2	-5	1	71*	-1	11
> CCOc1cc(C(=O)Nc2c(C)ccc3nsnc23)cc(OCC)c1OCC
→ -1	2.1	.	-1	-1.9	4	-4	.	-13	3
> O=C(Nc1ccc(OC(F)(F)F)cc1)c1ccc(S(=O)(=O)N2CCOCC2)o1
→ -4	1.8	-2	5	0.3	-11	2	113	-9	13
> CC(C)(C)n1nc2c(c1NC(=O)COc1ccc3ccccc3c1)CS(=O)C2 (stereo not drawn)
→ -3	-1.5	-4	-4	-0.7	-3	-4	99	8	-3
> Cc1oc(-c2ccccc2Cl)nc1CN1CCCN(C(=O)c2ccco2)CC1
→ -6	-0.3	-2	1	0.5	1	-5	107	2	-3
> CC(=O)CCc1oc2c([N+](=O)[O-])cccc2c1-c1ccc(C)o1
→ -6	3.3	3	5	0.3	12	-3	106	-16	8
> NNC(=O)c1oc2nc(-c3ccccc3)cc(-c3ccccc3)c2c1N
→ -3	-3.2	2	1	-3.1	-5	-1	460	18	-1
> CC(Oc1ccccc1Cl)C(=O)Nc1ccccc1C(=O)N1CCOCC1 (stereo not drawn)
→ -4	-2.6	5	3	1.5	-9	1	103	13	4
> COCCNC(=O)CSC1=N/C(=C/c2ccc(Cl)c(Cl)c2)C(=O)N1c1ccccc1F
→ 1	-3.8	-6	-2	-1.7	30	-13	105	20	7
> CC(=O)NCCn1c(SCC(=O)c2ccc(Cl)cc2)nc2ccccc2c1=O
→ -2	0.5	.	-1	0.2	1	-3	100	-2	6
> COc1cc2c(cc1OC)-c1cc(Nc3ccccc3Br)nc(=O)n1CC2
→ -2	-2.1	3	1	2.2	32	7	103	10	-3
> Cc1ccc(S(=O)(=O)NCC(=O)NC2CC2)cc1
→ 3	-1.0	9	-4	1.0	-7	3	113	5	-2
> O=C(Nc1ccccc1N1CCN(C(=O)c2ccccc2)CC1)c1ccc(Br)o1
→ -1	0.0	-15	5	-0.1	4	1	105	0	-1
> COc1ccc(N(C(=O)c2ccco2)C(C(=O)NC2CCCC2)c2ccncc2)cc1OC (stereo not drawn)
→ 3	-2.5	-3	2	0.4	-5	-12	104	13	-1
> COc1ccc(S(=O)(=O)N(C)Cc2cccs2)cc1Br
→ -2	-1.8	-4	2	1.5	14	9	98	10	0
> O=C(Cc1ccccc1)Nc1ccc(N2CCN(Cc3ccccc3F)CC2)cc1
→ 0	1.7	-12	2	-0.3	7	-4	102	-8	2
> Cc1cc(C(=O)Nc2ccc(C)c(C)c2)n(-c2ccccc2)n1
→ 0	-2.8	14	-1	-0.8	-6	-2	99	12	-3

# Carrying on.
# Screens in order: Keap1 Nrf2 FP	MOR-DOR ag	Wnt act	V-ATPase pHluor	C-LANA FP	Arr AP2 block	RTF Ca sens inh	Pemphigus Ab inh	MOR-DOR inv ag	RTF Ca sens act
> O=C(NC(=S)Nc1ccccc1N1CCCC1)c1ccccc1[N+](=O)[O-]
→ 3	2.7	-4	-2	0.7	7	-7	.	-14	-6
> O=C(Oc1ccc(/C=N/NC(=O)c2ccco2)cc1)c1ccccc1
→ -5	-2.5	1	4	-0.9	2	-1	.	10	0
> COc1ccc(C(c2nnnn2Cc2ccc(F)cc2)N2CCN(c3ccccc3)CC2)cc1 (stereo not drawn)
→ 0	2.8	.	-4	0.5	5	-7	104	-13	-1
> COc1ccc(OC)c(S(=O)(=O)NCc2cc(-c3ccccc3)no2)c1
→ -1	-1.2	0	-1	0.4	-3	-7	114	6	-3

# Four compounds drawn at random from the list so far, as already listed:
# Screens in order: Keap1 Nrf2 FP	MOR-DOR ag	Wnt act	V-ATPase pHluor	C-LANA FP	Arr AP2 block	RTF Ca sens inh	Pemphigus Ab inh	MOR-DOR inv ag	RTF Ca sens act
> O=C(NC(=S)Nc1ccccc1N1CCCC1)c1ccccc1[N+](=O)[O-]
→ 3	2.7	-4	-2	0.7	7	-7	.	-14	-6
> COc1ccc(OC)c(S(=O)(=O)NCc2cc(-c3ccccc3)no2)c1
→ -1	-1.2	0	-1	0.4	-3	-7	114	6	-3
> O=C(Oc1ccc(/C=N/NC(=O)c2ccco2)cc1)c1ccccc1
→ -5	-2.5	1	4	-0.9	2	-1	.	10	0
> COc1ccc(C(c2nnnn2Cc2ccc(F)cc2)N2CCN(c3ccccc3)CC2)cc1 (stereo not drawn)
→ 0	2.8	.	-4	0.5	5	-7	104	-13	-1
